USP1-UAF1 inh: inhibitors of human USP1/UAF1 deubiquitinase | Potency, µM (titrated, usually from 57.1 µM), for inactives: top-dose activity change, negative = inhibition, actives largely listed as inhibitors | 390,000 compounds, 0.23% hits | recombinant USP1/UAF1, Ub-Rhodamine cleavage fluorescence | O94782 | AID 743255; further: potency means the concentration at half of the fitted maximal effect; on the % scale 0 is the no-effect control and ±100 the full control effect; nearly all actives have a fitted effect of over 60% in size; inactives centre near -12
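1 nM enzyme complex + cpd, 15 min RT; start with Ub-Rho 150nM final; kinetic fluorescence ex 480/em 540, 6 reads q60 s. Buffer 50mM HEPES pH 7.8, 0.5mM EDTA, 0.1 mg/ml BSA, 1mM TCEP, 0.01% Tween-20.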
PGK inhibitor: inhibitors of T. brucei phosphoglycerate kinase. Potency, µM (highest dose often 57.5 µM), without a hit: top-dose activity change, negative = inhibition, most hits filed as inhibitors. 380,000 compounds, 0.043% hits. AID 602233. PGK/GAPDH coupled, Kinase-Glo luminescence, 60 min. P07378; further: potency means the concentration at half of the fitted maximal effect; on the % scale 0 is the no-effect control and ±100 the full control effect; nearly all actives have a fitted effect of over 60% in size
Target sequence (P07378 whole entry, looked up): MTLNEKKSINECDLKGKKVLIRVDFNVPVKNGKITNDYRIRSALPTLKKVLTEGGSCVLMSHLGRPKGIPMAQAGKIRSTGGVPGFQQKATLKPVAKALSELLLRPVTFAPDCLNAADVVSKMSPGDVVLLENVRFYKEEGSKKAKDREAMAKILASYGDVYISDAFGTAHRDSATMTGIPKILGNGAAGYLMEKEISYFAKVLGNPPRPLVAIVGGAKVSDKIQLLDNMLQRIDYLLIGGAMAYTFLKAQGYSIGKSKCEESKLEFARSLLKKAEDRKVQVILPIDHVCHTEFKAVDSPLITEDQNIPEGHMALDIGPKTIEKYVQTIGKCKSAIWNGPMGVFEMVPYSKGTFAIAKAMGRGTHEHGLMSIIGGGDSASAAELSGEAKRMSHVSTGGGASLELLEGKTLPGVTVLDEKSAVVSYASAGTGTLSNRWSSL
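Luminescent ATP detection (Kinase-Glo Plus) follows a 60-minute room-temperature incubation, with wells lacking PGK as controls. Buffer: 100 mM TEA (pH 7.6), 5 mM MgCl2, 0.01% Tween-20. Coupling enzyme GAPDH (100 nM final) supplies unstable 1,3-BPG in-well.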
PI4K2A inh: inhibitors of human PI4K2A. Q9BTU6. purified PI4K2A, ADP-Glo luminescence, 1 h; active compounds read low. activity change, negative = inhibition, % at 76.9 µM. 420,000 compounds, 0.13% hits; in the data active means activity change below about -50%; inconclusive means mostly about -30% to -49%;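 further: -100% = wells without enzyme as full effect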
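PI4K2A activity was measured by ADP-Glo luminescence: enzyme (4 ug/mL stock) and phosphatidylinositol (1.2 mM stock) in Tris pH 7.5/MgCl2/EGTA/Triton X-100 buffer were reacted with ATP (300 microM stock) for one hour at ambient temperature.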
GLS inhibitor: blocks human kidney-isoform glutaminase activity | O94925 | GLS enzymatic activity, qHTS titration | Potency, µM (doses to about 45.5 µM), without a hit: at the top dose activity change, negative = inhibition, most hits filed as inhibitors | 410,000 compounds, 0.21% hits | AID 624170; further: potency means the concentration at half of the fitted maximal effect; on the % scale 0 is the no-effect control and ±100 the full control effect
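Assay buffer: 45 mM KH2PO4 pH 8.2, 0.02% Tween-20. hKGA acts on L-glutamine (1 mM solution added); product glutamate is reported by an oxidase/peroxidase Amplex Red coupling, with fluorescence taken at baseline and 30 min.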
Pin1 inh: inhibitors of human Pin1; Q13526; Pin1 FP peptide displacement, HiFluor488, 10 min; Potency, µM (highest dose often 115 µM), for the others: top-dose activity, negative = inhibition, actives largely listed as inhibitors; 390,000 compounds, 0.009% hits; AID 504891; active means well fitted inhibition curve with a large enough effect in the polarisation, with a control signal flat, not every such curve was filed as active; inconclusive means small, poorly fitted or top-dose-only effect, or effect the other way, or a change in a side signal; inactive means no such curve, though single readings can be large or run the other way; the % refers to the polarisation; further: potency means the concentration at half of the fitted maximal effect; on the % scale 0 is the no-effect control and ±100 the full control effect
Target sequence (Q13526 whole entry, looked up): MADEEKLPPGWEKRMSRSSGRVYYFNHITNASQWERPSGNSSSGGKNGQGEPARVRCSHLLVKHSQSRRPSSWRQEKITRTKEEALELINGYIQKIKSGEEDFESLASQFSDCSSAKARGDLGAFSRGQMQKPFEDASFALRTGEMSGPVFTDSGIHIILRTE
TrxR1 substrate: rat thioredoxin reductase 1 substrate activity; 390,000 compounds, 0.01% hits; Potency, µM (titrated, usually from 114 µM), for the others: top-dose activity change, negative = substrate turnover; purified TrxR1 substrate turnover, NADPH consumption readout; AID 588456; O89049; further: potency means the concentration at half of the fitted maximal effect; on the % scale 0 is the no-effect control and ±100 the full control effect; nearly all actives have a fitted effect of over 50% in size
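Rat TrxR1, dispensed at 90 nM, was prereduced with 400 uM NADPH (final) for 5 min at ~22 deg C, then incubated with compound 15 min before 400 uM selenite. A first-read NADPH fluorescence drop versus no-compound background flagged substrates.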
HP1b binding inh: inhibitors of HP1-beta chromodomain binding to methylated histone tails; AlphaScreen HP1-beta / biotin-H3K9me3 peptide binding; Potency, µM (top dose mostly 114 µM), without a hit: at the top dose activity change, negative = inhibition, usual class: inhibitors; 390,000 compounds, 0.56% hits; further: potency means the concentration at half of the fitted maximal effect; nearly all actives have a fitted effect of over 70% in size; inactives centre near 23
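HP1-beta protein (50 nM final) preincubated 30 min at room temperature with biotinylated H3(1-18)K9me3 peptide (50 nM) in PBS pH 7.4, 0.01% Tween-20, then compound added for 30 min. AlphaScreen streptavidin donor/nickel chelate acceptor beads (10 ug/mL final), 30 min dark, luminescence read.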
IDH1 R132H inh: inhibitors of human mutant IDH1 R132H. IDH1-R132H enzyme, NADPH consumption, diaphorase/resazurin fluorescence. 390,000 compounds, 0.093% hits. Potency, µM (titrated, usually from 76.6 µM), inactives show at the top dose activity change, negative = inhibition, most hits filed as inhibitors; further: potency means the concentration at half of the fitted maximal effect; on the % scale 0 is the no-effect control and ±100 the full control effect; nearly all actives have a fitted effect of over 65% in size
Target sequence (O75874 whole entry R132H, stated change not applied): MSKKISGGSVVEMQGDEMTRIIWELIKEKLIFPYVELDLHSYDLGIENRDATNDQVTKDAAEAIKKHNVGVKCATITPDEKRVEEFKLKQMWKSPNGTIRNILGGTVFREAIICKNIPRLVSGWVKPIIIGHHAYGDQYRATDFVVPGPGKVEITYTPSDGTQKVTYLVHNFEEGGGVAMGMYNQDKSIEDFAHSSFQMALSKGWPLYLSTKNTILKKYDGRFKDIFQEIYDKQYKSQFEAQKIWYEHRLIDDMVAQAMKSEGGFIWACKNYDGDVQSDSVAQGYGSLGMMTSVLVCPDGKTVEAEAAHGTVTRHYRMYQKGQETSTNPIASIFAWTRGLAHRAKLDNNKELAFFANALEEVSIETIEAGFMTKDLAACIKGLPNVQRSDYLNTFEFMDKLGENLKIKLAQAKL
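IDH1-R132H (0.5 ug/mL dispensed) in pH 7.5 Tris buffer was preincubated 30 min with compound, then given a substrate mix of 0.016 mM NADPH and 2 mM alpha-KG for 80 min at room temperature; remaining NADPH was read by diaphorase/resazurin fluorescence.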
TrxR1 inh: blocks rat thioredoxin reductase 1 | O89049 | recombinant rTrxR1, NADPH fluorescence consumption, selenite substrate | Potency, µM (series often up to 114 µM), inactives show top-dose activity change, negative = inhibition, actives largely listed as inhibitors | 390,000 compounds, 1% hits | AID 588453; further: potency means the concentration at half of the fitted maximal effect; on the % scale 0 is the no-effect control and ±100 the full control effect; nearly all actives have a fitted effect of over 65% in size
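Rat TrxR1 (90 nM in the dispensed reagent) was pre-reduced with 400 uM NADPH for 5 min at room temperature, then incubated with compound for 15 min. After 400 uM selenite was added, NADPH fluorescence (Ex 340/Em 450 nm) was followed for 8 min.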
* marks the source's active call; other numbers are inactive results; i = inactive; ? = inconclusive; · = not tested or not shown; [ ] = another dose, or the depositor's remark. Unless noted, the call rests on the fitted dose curve; in most records, active means well fitted curve in the direction sought with a large enough effect; inconclusive means small, poorly fitted or top-dose-only effect, or another doubt; inactive means no such curve, though single readings can be large; an effect the other way counts as inactive or inconclusive. Only part of the results is shown, so the mix of outcomes need not match the whole.

1) COc1ccc(-n2ncc3c(=O)n(CC(=O)NC(C)C)cnc32)cc1
2) CN(C)c1ccc(CN2CCCCCC2)cc1
3) CCOc1ccc(-c2cc(C(=O)NCc3ccccc3)c3c(-c4ccc(CC)cc4)[nH]nc3n2)cc1
4) Cc1ccc(S(=O)(=O)Nc2nc(C)cc(N/N=C/c3ccc(O)cc3)n2)cc1
5) CCCCN(C(=O)Cn1nnc2ccccc21)C(C(=O)NCc1ccco1)c1ccncc1 (centres undefined)
6) Cc1ccc(Cc2c(-c3ccc(F)cc3)nc3ccc(Cl)cn23)cc1
7) COc1cc2nc(=S)n3[nH]c(CCn4c(C)nc5ccccc54)nc3c2cc1OC
8) CN(C)CCCC(=O)c1ccc2c(c1)OCO2
9) Oc1ccc(-c2nc3ncccn3c2Nc2ccc3c(c2)OCCO3)cc1
10) CCN(CC)C(=O)C1CCCN(Cc2ccc3c(c2)OCO3)C1 (centres undefined)
assay / compound	1	2	3	4	5	6	7	8	9	10
USP1-UAF1 inh	-1%	-6%	-15%	-6%	-16%	?	-15%	-4%	-7%	4%
PGK inhibitor	1%	i	i	i	-1%	-10%	-9%	-1%	4%	3%
PI4K2A inh	-12	1	0	0	-1	-2	-1	3	-2	10
GLS inhibitor	0%	47%[activator]	-3%	21%	-6%	1%	-12%	2%	22%	12%
Pin1 inh	-4%	3%	-3%	-2%	3%	·	-2%	1%	-5%	-9%
TrxR1 substrate	-1%	1%	10%[57.1 µM]	-1%	0%	·	-6%	-5%	5%[57.1 µM]	-6%
HP1b binding inh	39%	39%	25%	27%	41%[activator]	·	64%	16%	?	-58%
IDH1 R132H inh	-2%	7%	-12%	5%	5%	20%	0%	3%	-3%	-2%
TrxR1 inh	5%	12%	20%[57.1 µM]	5%	-28%	·	?	-8%	9%[57.1 µM]	0%

The closing two entries of the part above are carried over, then new ones follow:
9) Oc1ccc(-c2nc3ncccn3c2Nc2ccc3c(c2)OCCO3)cc1
10) CCN(CC)C(=O)C1CCCN(Cc2ccc3c(c2)OCO3)C1 (centres undefined)
11) COCCn1c(=NC(=O)c2ccccc2[N+](=O)[O-])sc2cc(S(C)(=O)=O)ccc21
12) CC(=O)Nc1ccc(C=NNC(=O)C2CC2)cc1
13) COc1cccc(C=Nc2ccc3c(c2)CCC3)c1O
14) CCOC(=O)N1CCC(NC(=O)CCS(=O)(=O)c2ccc3c(c2)CCN3C(C)=O)CC1
15) Cc1cccc(NC(=O)CCCn2nc(C)c3c(C)n(-c4ccccc4)nc3c2=O)c1C
16) O=S(=O)(c1cnc(Cl)c(Br)c1)N1CCc2ccccc21
17) Cc1cc(C(=O)N2CCCc3ccccc32)no1
18) CC(CCc1ccccc1)NC(=O)CSc1cccc[n+]1[O-] (centres undefined)
19) CCOC(=O)CSc1nc(NCc2ccco2)c2ccccc2n1
20) O=C(COC(=O)c1ccc(Br)o1)Nc1ccc(S(=O)(=O)N2CCCC2)cc1
assay / compound	9	10	11	12	13	14	15	16	17	18	19	20
USP1-UAF1 inh	-7%	4%	-2%	-20%	-10%	-5%	-24%	-26%	-2%	9%	-5%	1%
PGK inhibitor	4%	3%	5%	-10%	-7%	9%	-7%	-3%	-5%	-10%	-6%	1%
PI4K2A inh	-2	10	-2	1	-10	-5	3	3	3	0	17	8
GLS inhibitor	22%	12%	9%	-3%	-28%	3%	3%	-28%	0%	-9%	3%	5%
Pin1 inh	-5%	-9%	-1%	-9%	2%	-13%	-14%	35%[activator]	0%	-4%	0%	-4%
TrxR1 substrate	5%[57.1 µM]	-6%	-7%	3%[57.1 µM]	0%	8%[57.1 µM]	-6%	10%	7%	3%[57.1 µM]	4%[57.1 µM]	-7%
HP1b binding inh	?	-58%	29%	13%	-19%	19%	24%	54%[activator]	21%	29%	-2%	2%
IDH1 R132H inh	-3%	-2%	0%	1%	9%	-5%	6%	3%	-1%	3%	-6%	-3%
TrxR1 inh	9%[57.1 µM]	0%	-2%	2%	14%	17%[57.1 µM]	-10%	-2%	10%	24%[57.1 µM]	20%[57.1 µM]	-3%

21) CS(=O)(=O)c1cccc(C(=O)Nc2ccccc2Cc2ccccc2)c1
22) CCCCN(C)CCNC(=O)c1cc2c(-c3cccc(OC)c3)nn(C)c2s1
23) S=C(Nc1ccccc1)Nc1ccc2cn[nH]c2c1
24) COc1cc(C(=O)O/N=C(\N)c2ccncc2)cc(OC)c1OC
25) Cc1cccnc1NC(=O)c1ccco1
26) FC(F)(F)c1cccc(-c2cc3ccccc3nc2N2CCCC2)c1
27) CC(C)OCCCn1c(=O)c2ccccc2n2c(-c3cc(Cl)ccc3O)nnc12
28) COc1cccc(CN2CCN(Cc3ccccc3C(F)(F)F)CC2)c1
29) NC(=O)CC(NC(=O)Cc1cccc2ccccc12)c1ccc(NC2CC3CCC2C3)c([N+](=O)[O-])c1 (centres undefined)
30) CCCCn1c(N)c(N(CCC(C)C)C(=O)C2CC(=O)N(Cc3ccc(C)cc3)C2)c(=O)[nH]c1=O (centres undefined)
assay / compound	21	22	23	24	25	26	27	28	29	30
USP1-UAF1 inh	-8%	-9%	-18%	-16%	-13%	-9%	4%	-3%	-1%	5%
PGK inhibitor	-1%	-1%	-3%	-8%[11.5 µM]	i	-6%	-5%	4%	10%	1%
PI4K2A inh	8	-3	-6	-2	-1	6	2	1	3	-1
GLS inhibitor	11%	2%	11%	3%	3%	-2%	0%	4%	8%	0%
Pin1 inh	-3%	3%	-2%	-4%	-2%	9%	-7%	?	59%[activator]	9%
TrxR1 substrate	32%	32%[activator]	6%	10%	3%[57.1 µM]	12%[57.1 µM]	-6%	-2%	-5%	-5%
HP1b binding inh	6%	1%	22%	8%	5%	247%[activator]	38%	20µM*	9%	19%
IDH1 R132H inh	30%[activator]	-5%	14%	3%	-1%	8%	0%	3%	-6%	-9%
TrxR1 inh	21%	8%	-22%	32%	2%	25%[57.1 µM]	1%	8%	0%[57.1 µM]	4%

31) O=C(CN1C(=O)NC2(CCCC2)C1=O)Nc1cccc(C(F)(F)F)c1
32) Cc1cccc(NC(=O)c2cc(S(=O)(=O)N3CCN(c4ccccc4F)CC3)ccc2F)c1C
33) O=C(NC(Cc1ccccc1)C(=O)N1CCCC(C(F)(F)F)C1)c1ccccc1 (centres undefined)
34) Cc1cccc(NC(=O)CSC2=Nc3ccccc3C3=NC(CCC(=O)NCc4ccc(F)cc4)C(=O)N23)c1 (centres undefined)
35) Cc1ccc(C(=O)O)cc1NC(=S)NC(=O)c1ccc(COc2ccccc2)cc1
36) COc1ccc(CNC(=O)C(C)N(Cc2ccco2)C(=O)c2snc(C(N)=O)c2N)cc1 (centres undefined)
37) COc1cc(CNc2ccc(N3CCCC3)cc2)cc(Cl)c1OC
38) COc1ccc(C(=O)CCC(=O)N2CCN(c3ccc([N+](=O)[O-])cc3)CC2)cc1
39) O=C(COC(=O)c1ccc(O)cc1)Nc1ccccc1[N+](=O)[O-]
40) O=C(COC(=O)Cc1c[nH]c2ccccc12)NCCc1ccccc1
41) Cc1ccc(-c2noc(CN(C(=O)COc3cc(C)cc(C)c3C)C(C)C)n2)cc1
42) CCOC(=O)[C@@H]1[C@H]2COc3ccccc3[C@H]2N2C(=O)N(c3ccc(Br)cc3)C(=O)[C@]12C
43) Cc1cc(C)n(-c2nnc(SCC(=O)NC3CCCC3)c3ccccc23)n1
assay / compound	31	32	33	34	35	36	37	38	39	40	41	42	43
USP1-UAF1 inh	-19%	-21%	-23%	-27%	?	-7%	?	-18%	-25%	-20%	-19%	-15%	-15%
PGK inhibitor	-4%	i	-10%	-6%	-15%	-2%	10%	i	9%	-1%	-5%	-7%	7%
PI4K2A inh	0	4	-3	-2	4	7	-14	-7	-3	2	-3	2	-2
GLS inhibitor	-7%	-5%	2%	1%	16%	2%	?	-2%	5%	5%	-2%	-2%	-11%
Pin1 inh	-2%	4%	0%	-2%	?	0%	2%	8%	3%	1%	?	3%	-2%
TrxR1 substrate	4%	-8%[57.1 µM]	-2%	5%	1%	14%[57.1 µM]	4%[57.1 µM]	-5%	0%[57.1 µM]	-1%[57.1 µM]	-6%	-1%	-1%
HP1b binding inh	40%[activator]	9%	23%	20%	7%	28%	14µM*	6%[57 µM]	-11%	11%	52%[activator]	24%	39%
IDH1 R132H inh	2%	22%	6%	-2%	4%	3%	32%[activator]	-6%	12%	-3%	-1%	0%	0%
TrxR1 inh	14%	4%[57.1 µM]	10%	5%	?	-2%[57.1 µM]	?	9%	-3%[57.1 µM]	1%[57.1 µM]	17%	26%	-4%

Source: PubChem BioAssay (National Center for Advancing Translational Sciences (NCATS))
